Ecoli WT expand – E. coli BW25113 growth inhibition, expanded screen; 98,000 compounds, 0.15% hits; growth inhibition, % at 100 µM; OD600 absorbance;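 active means growth inhibition above about 50% at one test dose, limit read from the data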;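 further: growth measured after 20 h incubation at 37 °C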
Pyk2 oligo antag – Pyk2 (human) oligomerization antagonism. AID 1347419. Q14289. z-score (the deposit names both 25 µM and 10 µM). Q293 cells, Pyk2 FERM NanoBiT luminescence; stronger effect = lower value. 99,000 compounds, 0.83% hits;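 active means Z-score of -3 or lower, scaled per plate to the spread of control and sample wells; inactive means z-score above -3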;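 further: negative z-score means lost luminescence so less FERM oligomerization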
CYP2C9 inhib – inhibitors of human CYP2C9 | CYP2C9 Supersomes, luciferin-H conversion, luminescence | 96,000 compounds, 20% hits | inhibition, % at 5 µM | P11712;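 active means blocking of liver enzyme CYP2C9 beyond about 50% at 5 µM, limit read from the data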; further: values of inactives mirror those of a sister screen read the other way
Target sequence (P11712 whole entry, looked up): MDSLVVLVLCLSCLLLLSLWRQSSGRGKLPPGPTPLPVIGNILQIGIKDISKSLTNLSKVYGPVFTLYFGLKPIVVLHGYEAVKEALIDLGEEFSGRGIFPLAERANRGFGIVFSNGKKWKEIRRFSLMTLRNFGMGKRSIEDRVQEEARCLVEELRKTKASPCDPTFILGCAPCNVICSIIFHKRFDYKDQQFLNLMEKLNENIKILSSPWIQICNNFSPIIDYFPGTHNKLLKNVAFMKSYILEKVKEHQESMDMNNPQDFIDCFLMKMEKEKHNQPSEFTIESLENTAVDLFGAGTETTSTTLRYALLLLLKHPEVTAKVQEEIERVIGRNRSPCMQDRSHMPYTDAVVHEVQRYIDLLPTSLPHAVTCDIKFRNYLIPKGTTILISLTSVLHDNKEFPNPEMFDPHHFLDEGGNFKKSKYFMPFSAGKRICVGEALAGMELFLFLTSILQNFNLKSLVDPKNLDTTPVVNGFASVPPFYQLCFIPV
CYP2C19 inhib – blocks human cytochrome P450 2C19; P33261; CYP2C19 Supersomes, luciferin-H EGE luminescence, 30 min; inhibition, % at 5 µM; 96,000 compounds, 21% hits;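 active means CYP2C19 inhibition above a set limit at 5 µM in the primary screen, cut at about 50% in these data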;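 further: plate controls were negative control wells for no effect and 2.5 mM tranylcypromine positive control for full effect; values of inactives mirror those of a sister screen read the other way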
Target sequence (P33261 whole entry, looked up): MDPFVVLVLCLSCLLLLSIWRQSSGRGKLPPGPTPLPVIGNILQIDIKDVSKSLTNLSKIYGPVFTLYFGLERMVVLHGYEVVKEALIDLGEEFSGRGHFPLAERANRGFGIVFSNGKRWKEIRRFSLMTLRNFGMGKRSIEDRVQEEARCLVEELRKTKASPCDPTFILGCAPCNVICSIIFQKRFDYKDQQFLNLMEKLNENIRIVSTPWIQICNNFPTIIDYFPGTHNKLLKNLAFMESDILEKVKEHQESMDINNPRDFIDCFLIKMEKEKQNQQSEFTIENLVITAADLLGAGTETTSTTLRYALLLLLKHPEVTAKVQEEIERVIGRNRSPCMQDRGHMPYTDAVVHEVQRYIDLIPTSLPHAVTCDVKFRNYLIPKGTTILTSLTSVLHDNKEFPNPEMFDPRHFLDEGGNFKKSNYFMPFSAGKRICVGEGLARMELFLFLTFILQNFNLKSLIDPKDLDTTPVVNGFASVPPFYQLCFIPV
CYP2C19 act – increases human CYP2C19 enzyme activity; P33261; recombinant CYP2C19, luciferin-H EGE luminescence; stronger effect = higher value; 0 = fully inhibited enzyme, 1 = untreated enzyme; activation factor at 5 µM; 96,000 tested, under 10 active;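 active means activation factor of at least 2 at 5 µM in the primary screen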;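 further: 0 = wells with 2.5 mM tranylcypromine and 1 = vehicle-only wells; values of inactives mirror those of a sister screen read the other way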
CYP2C9 act – CYP2C9 (human) activation | recombinant CYP2C9, luciferin-H conversion, luminescence; stronger effect = higher value; factor 1 = untreated enzyme, 0 = blocked | AID 1024 | activation factor at 5 µM | 96,000 compounds, 1.4% hits;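 active means activation factor of 2 or more for CYP2C9 at a 5 µM dose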;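 further: 0 = sulfaphenazole-blocked wells and 1 = vehicle-only wells; values of inactives mirror those of a sister screen read the other way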
PLAP activator – activators of human placental alkaline phosphatase | activation fold at 20 µM | purified PLAP enzyme, luminescent substrate read-out; stronger effect = higher value | P05187 | AID 696 | 96,000 compounds, 1.2% hits; in the data active means activation fold above about 2
EphB4 antag – antagonists of human EphB4-ephrin-B2 interaction. P54760. EphB4 LBD / TNYL-RAW-Alexa532 peptide, fluorescence polarization. inhibition, % at 7 µM. 97,000 compounds, 0.15% hits;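 active means inhibition above the screen-wide mean inhibition plus 3 SD, cut at about 15% in these data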;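 further: 0% = DMSO wells and 100% = excess unlabeled TNYL-RAW peptide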
PostGolgi yeast – growth inhibition of a yeast mutant, post-Golgi transport screen; AID 739; post-Golgi transport phenotypic cell assay; inhibition, % at 10 µM; 98,000 compounds, 0.9% hits; in the data active means inhibition above about 30%;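 further: yeast cells grown in 1536-well plates; yeast grown about 18 h at 30C before absorbance read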
An asterisk follows results filed as active; . = no result given. Rows are unselected; overall some 31% were active at least once.

A first look (4 entries):
SMILES	Ecoli WT expand	Pyk2 oligo antag	CYP2C9 inhib	CYP2C19 inhib	CYP2C19 act	CYP2C9 act	PLAP activator	EphB4 antag	PostGolgi yeast
O=C(Cn1c(NCCO)nc2ccccc21)NCCc1ccccc1	5	1.2	-7	46	0.5	1.1	1.3	0	-1
COc1cc(OC)c(C2=NOC(C(=O)Nc3c(C)nn(CC(=O)N4CCCC4)c3C)C2)cc1Cl (stereo not drawn)	-4	0.53	29	-13	1.1	0.7	1.6	3	6
Cc1cc(C)n2nc(SCc3cc(=O)oc4cc(C)c(C)cc34)nc2n1	-4	.	35	21	0.8	0.6	1.3	-2	18
COCC(=O)n1nc(-c2ccc(Cl)cc2)nc1NCc1ccc(F)cc1	-12	-1.8	16	48	0.5	0.8	1.1	3	-3

Results, repeating the preview:
SMILES	Ecoli WT expand	Pyk2 oligo antag	CYP2C9 inhib	CYP2C19 inhib	CYP2C19 act	CYP2C9 act	PLAP activator	EphB4 antag	PostGolgi yeast
O=C(Cn1c(NCCO)nc2ccccc21)NCCc1ccccc1	5	1.2	-7	46	0.5	1.1	1.3	0	-1
COc1cc(OC)c(C2=NOC(C(=O)Nc3c(C)nn(CC(=O)N4CCCC4)c3C)C2)cc1Cl (stereo not drawn)	-4	0.53	29	-13	1.1	0.7	1.6	3	6
Cc1cc(C)n2nc(SCc3cc(=O)oc4cc(C)c(C)cc34)nc2n1	-4	.	35	21	0.8	0.6	1.3	-2	18
COCC(=O)n1nc(-c2ccc(Cl)cc2)nc1NCc1ccc(F)cc1	-12	-1.8	16	48	0.5	0.8	1.1	3	-3
CSCCC(NC(N)=O)C(=O)NCC1CCCCC1 (stereo not drawn)	-1	-0.43	-16	-7	1.1	1.2	0.9	2	21
CS(=O)(=O)Nc1ccc(C(=O)NCCc2ccccc2)cc1	3	0.32	-13	5	0.9	1.1	0.8	0	1
S=C1N(c2ccccc2)C(c2ccccc2)N2CCCN12 (stereo not drawn)	3	1.2	34	27	0.7	0.7	1	0	-7
c1ccc2cc(CN3CCOCC3)ccc2c1	6	0.22	-16	36	0.6	1.2	0.9	-6	-2
Cc1onc(-c2ccccc2)c1C(=O)NCc1ccco1	0	-0.13	2	-2	1	1	1.1	-1	2
N#Cc1cc2c(nc1SCc1ccccc1)CCCCC2	0	-0.46	16	14	0.9	0.8	1	1	-3
CCSc1nnc(NC(=O)COc2ccccc2)s1	-14	0.41	76*	53*	0.5	0.2	1.1	-1	0
COc1ccc(CNC(=O)CN(c2cccc(OC)c2)S(C)(=O)=O)cc1	5	1.1	17	87*	0.1	0.8	1	0	-6
COc1cc2c(C(=O)NCCCN3CCN(c4cccc(Cl)c4)CC3)cn(C)c(=O)c2cc1OC	1	-0.34	18	22	0.8	0.8	1.3	2	12
CC(C)CN(C(=O)CSc1nnc2ccccn12)c1c(N)n(CC(C)C)c(=O)[nH]c1=O	3	0.58	3	3	1	1	1.1	-6	-3
Clc1ccc2nc(CSc3nnc4ccccn34)cn2c1	-4	0.09	6	15	0.8	0.9	1.1	-4	0
O=C1CCC(Cc2ccccc2)N1 (stereo not drawn)	6	-0.46	2	9	0.9	1	0.9	.	6
Cc1nn(CC#N)c(=O)n1-c1ccc(F)cc1	1	0.06	0	2	1	1	1.1	5	-4
O=C(NCc1ccccc1Cl)c1cnc2n(c1=O)CCS2	1	.	4	64*	0.4	1	1	-10	-2
C=CCn1c(CC#N)nnc1N1CCOCC1	-3	0.17	-5	0	1	1	0.9	3	-6
CN(C)CCn1c(=O)n(Cc2ccco2)c(=O)c2c3c(sc21)CCCCC3	8	0.45	16	6	0.9	0.8	1.3	6	2
CC(=O)Nc1ccc2nc(SCC(=O)O)sc2c1	-8	0.62	-12	-16	1.2	1.1	1	0	-6
O=C(CSc1nnc(-c2cccnc2)n1Cc1ccco1)N1CCc2ccccc21	-3	0.71	36	56*	0.4	0.6	1.6	0	16
Cc1cccc(N2CCN(C(=O)Cc3c(C(=O)O)[nH]c4ccc(Cl)cc34)CC2)c1C	0	-0.01	87*	43	0.6	0.1	1.6	2	5
CCCn1nc(NS(C)(=O)=O)c2cc3cccc(C)c3nc21	1	0.31	65*	32	0.7	0.3	1.3	-2	0
CCc1ccc(N2CC(C(=O)Nc3cccnc3)CC2=O)cc1 (stereo not drawn)	8	0.88	74*	58*	0.4	0.3	1.2	1	5

Looked up by compound from above, 4 records:
SMILES	Ecoli WT expand	Pyk2 oligo antag	CYP2C9 inhib	CYP2C19 inhib	CYP2C19 act	CYP2C9 act	PLAP activator	EphB4 antag	PostGolgi yeast
N#Cc1cc2c(nc1SCc1ccccc1)CCCCC2	0	-0.46	16	14	0.9	0.8	1	1	-3
Cc1onc(-c2ccccc2)c1C(=O)NCc1ccco1	0	-0.13	2	-2	1	1	1.1	-1	2
Cc1cc(C)n2nc(SCc3cc(=O)oc4cc(C)c(C)cc34)nc2n1	-4	.	35	21	0.8	0.6	1.3	-2	18
CCSc1nnc(NC(=O)COc2ccccc2)s1	-14	0.41	76*	53*	0.5	0.2	1.1	-1	0

Going on with the list.
SMILES	Ecoli WT expand	Pyk2 oligo antag	CYP2C9 inhib	CYP2C19 inhib	CYP2C19 act	CYP2C9 act	PLAP activator	EphB4 antag	PostGolgi yeast
COCCN(C(=O)C1CCC1)c1nnc(-c2cccnc2)s1	6	0.81	29	11	0.9	0.7	1.1	9	17
Cc1nc(NC(=O)c2ccc(F)cc2)sc1C(=O)Nc1ccc2c(c1)CCC2	-12	-0.76	30	21	0.8	0.7	1	2	-6
COc1ccc(S(=O)(=O)NCCSC(C)(C)C)cc1Cl	9	-1.6	-191	32	0.7	2.9*	0.7	4	3
Cc1ccc(C(=O)NCC(=O)O)cc1S(=O)(=O)N1CCCCC1	1	0.02	4	-13	1.1	1	1.3	.	-10
COCCNC(=O)c1onc(CSc2ccccc2)c1C(=O)O	0	.	34	25	0.8	0.7	1	-4	-4
COc1ccc2cc3cc(C(=O)Nc4ccc5c(c4)OCCO5)oc3nc2c1	-11	0.1	34	46	0.5	0.7	1.1	10	-4
Cc1cccnc1NC(=O)Nc1ccc(F)cc1	-12	0.25	1	-8	1.1	1	1.1	1	8
Cc1ccc(-n2cnnn2)c(S(=O)(=O)N2CCOCC2)c1	7	-0.67	-14	8	0.9	1.1	1	6	-2
CNc1ccc(OC(F)F)cc1C(=O)c1ccccc1	5	-0.26	14	43	0.6	0.9	0.8	.	11
OC1CCN(Cc2cccc(Oc3ccccc3)c2)CC1	0	0.78	2	11	0.9	1	1.2	.	-8
O=C(CC(=O)c1ccccc1)Nc1ccc2c(c1)OCCO2	9	0.07	-13	20	0.8	1.1	1.2	3	0
COCCCNC(=O)CC(NS(=O)(=O)c1ccc(Cl)cc1)c1ccc(OC)cc1 (stereo not drawn)	1	-0.21	-16	55*	0.5	1.2	1.8	-2	-14
O=C(NCC1CCCO1)c1ccc2nc(N3CCCCC3)sc2c1 (stereo not drawn)	6	.	11	7	0.9	0.9	1.1	.	-1
COc1ccc(CNC(=O)C2CCN(S(=O)(=O)c3cc(OC)ccc3OC)CC2)cc1	-5	-0.16	-87	65*	0.4	1.9	1.1	-6	-8
CCCCNC(=O)COC(=O)c1ccc(Cl)c(S(=O)(=O)N2CCCC2)c1	-3	-0.16	25	74*	0.3	0.8	1.3	7	2
CCN(Cc1ccccc1)S(=O)(=O)c1ccc(S(=O)(=O)N(Cc2ccccn2)Cc2ccco2)cc1	-20	0.93	46	31	0.7	0.5	0.8	-4	0
CN(C)c1ccc(-c2nn3c(-c4ccc(Cl)cc4)nnc3s2)cc1	-4	1	31	20	0.8	0.7	1.6	.	6
COc1ccc(-n2nnnc2SCC(=O)Nc2ccc3c(c2)OCCO3)cc1OC	-4	-0.96	-30	5	1	1.3	1.2	3	4
CCOc1ccc(CCNC(=O)C2CCCN(c3nnc(-n4cccc4)s3)C2)cc1OCC (stereo not drawn)	-15	0.9	60*	49	0.5	0.4	1.1	-8	-14
Cc1cccc(N(C(=O)Cn2nnc3ccccc32)C(C(=O)NC(C)(C)C)c2ccsc2)c1 (stereo not drawn)	5	-0.7	-1	0	1	1	0.8	-2	-2
CCCn1c(=N)n(CC(=O)c2ccco2)c2ccccc21	2	1.1	5	3	1	1	0.7	2	-1
O=C(Nc1ccn(Cc2c(F)c(F)c(F)c(F)c2F)n1)c1ccc(COc2ccccc2Cl)cc1	-5	0.25	70*	43	0.6	0.3	0.8	4	0
Cc1ccc2c(c1)NC(C(C)(C)C)CO2 (stereo not drawn)	0	0.74	-11	-11	1.1	1.1	1	-1	2
C(=N\n1cncn1)/c1ccc(N2CCOCC2)cc1	-4	0.96	39	63*	0.4	0.6	0.9	0	9
CSc1ccccc1-n1nnnc1SCC(=O)NCc1cccs1	8	-1.6	.	.	.	.	.	2	-5

(more compounds)
SMILES	Ecoli WT expand	Pyk2 oligo antag	CYP2C9 inhib	CYP2C19 inhib	CYP2C19 act	CYP2C9 act	PLAP activator	EphB4 antag	PostGolgi yeast
CCn1c(SCc2nc(-c3ccc(OC)c(OC)c3)no2)nnc1-c1cccs1	0	-0.08	29	23	0.8	0.7	1.7	-3	5
CCc1ccc(OCc2nnc(SCCN3CCOCC3)n2C)cc1	-1	1.5	6	-4	1	0.9	1.7	-6	-7
CCN(CCCCN1C(=O)c2ccccc2C1=O)c1ccc2c(c1)C(=O)N(C)C2=O	-12	-1.1	46	45	0.5	0.5	1.2	.	3
Cc1ccc(-c2c3c([nH]c(=S)c2C#N)CCCC3)o1	6	-0.24	24	31	0.7	0.8	1.8	-8	-11
Cc1ccc(NC(=S)NC(=O)c2ccc(-c3ccccc3)cc2)c(C)c1	-9	0.62	19	9	0.9	0.8	0.9	-4	-2
CC(C)N1C[C@@]23C=C[C@@H](O2)C(C(=O)OCc2ccccc2)[C@H]3C1=O (stereo partly drawn)	1	-0.01	-2	-2	1	1	1.1	-8	14
Cc1ccc(C)c(S(=O)(=O)n2cnc3ccccc32)c1	-6	0.16	-15	-11	1.1	1.1	1	-2	15
COc1ccc(C(=O)NCCn2ccc3ccccc32)cc1OC	-3	.	-12	38	0.6	1.1	1.1	.	-2
COc1ccccc1CN(C)C(=O)c1ccc2c(c1)NC(=O)CS2	2	0.07	-94	93*	0.1	1.9	1.6	5	0
CCSc1nnc(N(CCC(=O)O)CCC(=O)O)s1	1	0.48	7	4	1	0.9	1.1	10	10
O=C(O)CSC1CC(=O)N(c2ccc(Cl)c(Cl)c2)C1=O (stereo not drawn)	2	0.42	33	64*	0.4	0.7	1.1	5	-35
COc1ccc(/C(C)=N/NC(=O)c2ccc(N(C)C)cc2)cc1	-15	-0.06	9	1	1	0.9	1	-2	-5
CCOC(=O)c1c(-c2ccco2)csc1NC(=O)CSc1nnc(N)s1	0	0.66	57*	20	0.8	0.4	1.3	-4	8
COc1ccc(C2(CNC(=O)Cc3ccccc3)CCCC2)cc1OC	6	0.46	35	62*	0.4	0.7	1.2	-5	-1
Cc1ccc(S(=O)(=O)c2cc3c(=O)n4ccccc4nc3n(C)c2=N)cc1	-3	-0.76	-16	11	0.9	1.2	1	.	2
COc1ccc(NC(=O)CCn2nc(C)cc2C)cc1	3	0.78	-43	68*	0.3	1.4	1.2	.	10
COc1ccccc1Nc1ncccc1C(=O)O	2	0.62	.	.	.	.	.	-8	0
COc1cc(OC)cc(-c2nnc(Nc3nc4c(F)cccc4s3)o2)c1	-11	-0.5	-13	-13	1.1	1.1	2.6*	14	-3
CCCOc1cccc(NC(=O)c2cc(C)oc2C)c1	15	-0.02	9	16	0.8	0.9	0.8	-2	7
O=C(c1ccc(Cn2cc(Cl)cn2)cc1)N1CCN(c2ccccc2)CC1	-2	-0.46	32	14	0.9	0.7	1.3	-1	-21
CCn1c2ccccc2c2cc(/C=N/n3cn[nH]c3=S)ccc21	7	-1.1	32	81*	0.2	0.7	1.2	0	4

Screening data (PubChem)
